Assay outcomes from PubChem.
N370S GC: qHTS Assay for Inhibitors and Activators of N370S glucocerebrosidase as a Potential Chaperone Treatment of Gaucher Disease | N370S GC spleen homogenate, 4MU-glucoside fluorescence | Potency, µM (highest dose often 59.4 µM), for inactives: at the top dose activity change, negative = inhibition, hits mostly inhibitors | 330,000 tested, 0.092% active;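 further: 0% = full enzyme activity and -100% = no enzyme basal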
TDP1 inh: qHTS Assay for Inhibitors of Tyrosyl-DNA Phosphodiesterase (TDP1). Tyrosyl-DNA phosphodiesterase 1 (Homo sapiens), Q9NUW8. recombinant TDP1, AlphaScreen DNA substrate cleavage. Potency, µM (titrated, usually from 130 µM), for inactives: top-dose activity change, negative = inhibition, actives largely listed as inhibitors. 350,000 tested, 0.28% active. AID 485290, 2010; further: nearly all actives have a fitted effect of over 40% in size
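Steps: enzyme plus compound, 15 min RT; add biotin/phosphotyrosine-FITC oligonucleotide (15 nM final), react 5 min; add donor/acceptor beads (10 ug/ml final), 10 min; read AlphaScreen. Tdp1 at 1 nM final.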
FEN1 inh: qHTS Assay for the Inhibitors of Human Flap endonuclease 1 (FEN1). P39748. Recombinant FEN1 flap cleavage, fluorescence, 15 min. Potency, µM (series often up to 114 µM), without a hit: top-dose activity change, negative = inhibition, usual class: inhibitors. 390,000 tested, 0.35% active; further: nearly all actives have a fitted effect of over 65% in size
Target sequence (P39748 whole entry, looked up): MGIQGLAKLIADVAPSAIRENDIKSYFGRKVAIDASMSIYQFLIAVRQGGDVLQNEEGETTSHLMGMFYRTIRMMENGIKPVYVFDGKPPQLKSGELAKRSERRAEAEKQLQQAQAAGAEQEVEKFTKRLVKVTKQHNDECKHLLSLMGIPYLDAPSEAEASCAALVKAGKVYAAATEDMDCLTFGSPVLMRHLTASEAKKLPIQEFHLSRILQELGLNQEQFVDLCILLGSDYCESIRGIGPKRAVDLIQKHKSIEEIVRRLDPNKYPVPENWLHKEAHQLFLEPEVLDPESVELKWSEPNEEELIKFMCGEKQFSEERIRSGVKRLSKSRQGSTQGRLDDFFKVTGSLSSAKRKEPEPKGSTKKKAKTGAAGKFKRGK
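Compounds are tested as a concentration series against 10 nM FEN1; after a 15 min room-temperature preincubation, 50 nM substrate starts cleavage, with plate reads at 0 and 15 min. Normalized responses are fitted by a Hill equation.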
An asterisk follows results filed as active; [ ] = dose if it differs, or a comment. The call rests on the fitted dose curve; in most records, active means well fitted curve in the direction sought with a large enough effect; inconclusive means small, poorly fitted or top-dose-only effect, or another doubt; inactive means no such curve, though single readings can be large; an effect the other way counts as inactive or inconclusive. Unless noted, on the % scale 0 is the no-effect control and ±100 the full control effect; potency means the concentration at half of the fitted maximal effect.

O=S(=O)(NCCS(=O)(=O)N1CCN(c2ccccc2)CC1)c1ccc(Cl)cc1 was read as TDP1 inh 4% and FEN1 inh 22%.
O=C(CN1CC(=O)Nc2ccccc21)NCCc1ccc(Cl)cc1Cl was read as N370S GC 3%, TDP1 inh 5% and FEN1 inh 2%.
Screening Cc1cc(=O)n(Cc2c(F)cccc2Cl)c2c1c(C)nn2-c1cccc(F)c1 returned TDP1 inh 3% and FEN1 inh 22%.
`CCN(CC)C(=O)C(Sc1nnnn1-c1ccc(O)cc1)c1ccccc1` (stereo not given) gave N370S GC -4%, TDP1 inh 4% and FEN1 inh 14%.
Screening CC(C)c1ccc(NC(=O)CSC2=Nc3ccccc3C3=NC(CCC(=O)NC4CCCCC4)C(=O)N23)cc1 (stereo not given) returned TDP1 inh 3% and FEN1 inh 10%.
For Cc1csc(NC(=O)c2c(-c3c(Cl)cccc3Cl)noc2C)n1 the results were N370S GC 7%, TDP1 inh 3% and FEN1 inh -8%.
For O=C(Cn1nnc2sc(-c3ccccc3)cc2c1=O)Nc1cccc(C(F)(F)F)c1 the results were TDP1 inh 7% and FEN1 inh -6%.
COc1ccccc1/C=C/C=N/NC(=O)Cc1cccs1 was read as N370S GC 3%, TDP1 inh -3% and FEN1 inh -5%.
CCOc1ccccc1CN1CCN(S(=O)(=O)c2ccccc2)CC1 was read as TDP1 inh 0%[12.3 µM] and FEN1 inh -2%.
`CCN1CCN(Cc2nc3c(c(=O)n(C)c(=O)n3C)n2Cc2ccccc2Cl)CC1` gave N370S GC -1% and TDP1 inh 5%.
Screening CCOC(=O)N1CCC(NC(=O)CCS(=O)(=O)c2ccc3c(c2)CCN3C(=O)CC)CC1 returned N370S GC 3%, TDP1 inh 4% and FEN1 inh -12%.
`COc1ccc(/C=C(\NC(=O)c2ccco2)C(=O)N2CCCCC2)cc1` gave N370S GC 2%, TDP1 inh 8% and FEN1 inh 4%.
`COc1ccc(OC)c(C(=O)COC(=O)c2cccnc2Cl)c1` gave N370S GC 2%, TDP1 inh 4% and FEN1 inh 20%.
`Cc1ncoc1C(=O)N1CCCC(CCC(=O)NCc2ccccc2F)C1` (stereo not given) gave N370S GC -1%, TDP1 inh -6% and FEN1 inh 18%.
`Cc1ccc(C)c(OCC(=O)NCC(c2ccco2)N2CCCCC2)c1` (stereo not given) gave N370S GC -10%, TDP1 inh 1% and FEN1 inh -11%.
For CCOC(=O)c1sc(NC(=O)c2ccco2)nc1-c1ccccc1 the results were N370S GC -2%, TDP1 inh 2% and FEN1 inh 22%.
For Cc1cccc(C)c1NC(=O)CN1C(=O)NC(C)(C2CC2)C1=O (stereo not given) the results were TDP1 inh 0% and FEN1 inh 9%.
CCc1ccc(NC(=O)CSc2nc3c(sc4ccccc43)c(=O)n2CCN(CC)CC)cc1 was read as TDP1 inh 5% and FEN1 inh -2%.
`Cc1cccc(CSc2nc3cccnc3n2Cc2ccc(C(=O)NCc3cccs3)cc2)c1` gave TDP1 inh 1% and FEN1 inh -19%.
For CC(NC(=O)CSc1nnc(COc2ccccc2)o1)c1ccccc1 (stereo not given) the results were N370S GC -6%, TDP1 inh 1% and FEN1 inh -3%.
For COc1cccc(NC(=O)CN(C)C(=O)c2cccc(S(=O)(=O)N3c4ccccc4CC3C)c2)c1 (stereo not given) the results were N370S GC -29%, TDP1 inh 0% and FEN1 inh -5%.
O=C(Nc1nnc(Cc2ccccc2)s1)c1ccccc1 was read as N370S GC 4%, TDP1 inh 3% and FEN1 inh 0%.
For CN(CC1CCOCC1)C(=O)CC1C(=O)NCCN1Cc1ccc(F)c(F)c1 (stereo not given) the results were N370S GC -7%, TDP1 inh 1% and FEN1 inh -1%.
COc1ccc(CN2CCC(n3nccc3NC(=O)c3ccc4c(c3)OCO4)CC2)cc1C was read as N370S GC -2%, TDP1 inh 5% and FEN1 inh 0%.
`CCOc1ccc(N=Nc2c(=O)[nH]n3c(C)cc(C)nc23)cc1` gave N370S GC -19%, TDP1 inh 3% and FEN1 inh 8%.
CN1CCN(S(=O)(=O)c2ccc3[nH]cc(C(=O)O)c(=O)c3c2)CC1 was read as N370S GC 10%, TDP1 inh -2% and FEN1 inh 5%.
Screening COc1ccc(/C=N/OCC(=O)Nn2c(C)nc3ccccc3c2=O)cc1 returned N370S GC 2%, TDP1 inh 1% and FEN1 inh 0%.
For CCOC(=O)C1CCCN(C(=O)c2cc3ccc(OC)cc3[nH]2)C1 (stereo not given) the results were N370S GC -3% and FEN1 inh -7%.
For O=C(O)c1ccccc1S(=O)(=O)NCC(O)COC1CCCCC1 (stereo not given) the results were N370S GC 3%, TDP1 inh 4% and FEN1 inh 32%.
Cc1cc(=O)n(C(C)C(=O)N2CCCc3ccccc32)c2c1c(C)nn2-c1ccccc1 (stereo not given) was read as TDP1 inh 7% and FEN1 inh -8%.
Screening CCCCN(C(=O)Cn1nnc2ccccc21)C(C(=O)NCCOC)c1ccc(OC)cc1 (stereo not given) returned N370S GC 8%, TDP1 inh 2% and FEN1 inh -11%.
Screening Clc1ccc(/C=N/Nc2ccccn2)cc1 returned N370S GC -26%, TDP1 inh 2% and FEN1 inh -15%.
`COc1ccc(-c2nc(CS(=O)(=O)CC(=O)NCc3cccc(F)c3)c(C)o2)cc1` gave N370S GC 0% and FEN1 inh -9%.
For CC(C)(C)C(=O)NC(c1ccccc1)c1c(O)ccc2ccccc12 (stereo not given) the results were N370S GC inconclusive and FEN1 inh -19%.
For COc1cccc(OCC(=O)NNC(=O)c2ccc3ccccc3c2)c1 the results were N370S GC -16%, TDP1 inh 2% and FEN1 inh -13%.
`Cc1ccccc1NC(=O)c1ccc2snnc2c1` gave N370S GC -2%, TDP1 inh 3% and FEN1 inh 26%.
For Cc1ccc2nc(C)c(C(=O)N/N=C/c3cccc([N+](=O)[O-])c3)cc2c1 the results were N370S GC 10%, TDP1 inh 2% and FEN1 inh 12%.
For COc1cc(OC)cc(C(=O)NC2=NCCS2)c1 the results were N370S GC 6%, TDP1 inh 4% and FEN1 inh -9%.
`O=C(CCSCc1ccc(Cl)cc1)NCc1cccnc1` gave N370S GC 0%, TDP1 inh -1% and FEN1 inh -3%.
Screening C=CCN(c1ccccc1)S(=O)(=O)c1ccc2c(c1)N(C(C)=O)CCO2 returned N370S GC -1%, TDP1 inh 1% and FEN1 inh -4%.
For CCOc1ccc(NC(=O)Nc2cccc(C(=O)O)c2)cc1 the results were N370S GC -12%, TDP1 inh -1% and FEN1 inh 2%.
`CCCC(=O)Nc1ccc(NC(=O)C23CC4CC(CC(C4)C2)C3)cn1` gave N370S GC 28%, TDP1 inh -4% and FEN1 inh -3%.
CC(C)c1ccc(NC2CCCN(C(=O)CCN3CCCC3=O)C2)cc1 (stereo not given) was read as N370S GC 4%, TDP1 inh -6% and FEN1 inh -1%.
Oc1ccc(Nc2nc(-c3ccccc3F)nc3ccccc23)cc1 was read as N370S GC inconclusive and FEN1 inh -4%.
`COc1ccccc1N1CCN(c2cc(=O)n(-c3ccc(Br)cc3)c(=O)[nH]2)CC1` gave N370S GC 4%, TDP1 inh 2% and FEN1 inh 17%.
`O=C(Nc1c(C(=O)N2CCN(c3ccccn3)CC2)oc2ccccc12)c1ccc([N+](=O)[O-])cc1` gave N370S GC -14%, TDP1 inh 3% and FEN1 inh -5%.
`FC(F)(F)c1nc2nncn2c2c1CCCCC2` gave N370S GC -6%, TDP1 inh 5% and FEN1 inh -6%.
Screening Cc1ccc(NC(=O)CN(C)S(=O)(=O)c2cccs2)cc1C returned N370S GC 5%, TDP1 inh -5% and FEN1 inh 0%.
For CC1CCc2c(C(=O)NCCN3CCOCC3)csc2C1 (stereo not given) the results were N370S GC -19%, TDP1 inh 2% and FEN1 inh 1%.
CCCn1c2ccccc2c2nnc(SCC(=O)OCC)nc21 was read as N370S GC 8%, TDP1 inh 7% and FEN1 inh 2%.
CC1CN/C(=C\C(=O)c2ccc(Br)cc2)C(=O)N1 (stereo not given) was read as N370S GC -7%, TDP1 inh 1% and FEN1 inh 6%.
Screening COC(=O)c1ccccc1NC(=O)N(Cc1ccc(C)cc1)Cc1cccn1-c1nnc(N2CCCC2=O)s1 returned TDP1 inh -4% and FEN1 inh -2%.
Screening Fc1ccc(CSc2nnc3ccc(-c4ccncc4)nn23)cc1 returned N370S GC 4%, TDP1 inh 4% and FEN1 inh 1%.
`Cc1ccc2c(c1)C1CN(C)CCC1N2C(=O)c1ccccc1NS(=O)(=O)c1cccc(C(F)(F)F)c1` (stereo not given) gave N370S GC -27%, TDP1 inh 5% and FEN1 inh -6%.
CN(C)c1ccc(/C=N/NC(=O)CCCO)cc1 was read as N370S GC 1%, TDP1 inh 6% and FEN1 inh 10%.
For CCCCNc1c(-c2ccc(OC)c(SC3CCCCC3)c2)nc2cnccn12 the results were N370S GC 29%, TDP1 inh -9% and FEN1 inh inconclusive.
`CC(=O)Nc1ccc(NC(=O)CCCn2cnc3ccccc3c2=O)cc1` gave N370S GC 1% and FEN1 inh -11%.
Screening O=C1NC(=O)/C(=C/c2cc3c(cc2Br)OCO3)S1 returned N370S GC -22% and FEN1 inh -8%.
`Cc1ccc2cc(CN(CC3CCCO3)C(=S)NCc3ccco3)c(=O)[nH]c2c1C` (stereo not given) gave N370S GC inconclusive, TDP1 inh 5% and FEN1 inh -12%.
For COC(=O)c1sccc1NC(=S)N1CCN(c2cc(C)ccc2C)CC1 the results were N370S GC 4%, TDP1 inh 5% and FEN1 inh -4%.
For N/C(=N\OC(=O)c1cccc(Br)c1)c1ccccn1 the results were N370S GC 4%, TDP1 inh 4% and FEN1 inh -10%.
Cc1ccc(S(=O)(=O)NCC(=O)N(CCc2ccccc2)CC(=O)NCc2ccco2)cc1 was read as N370S GC 3%, TDP1 inh 4% and FEN1 inh 2%.
Nc1nc(=S)[nH]c2c1C1(CCCCC1)Cc1ccccc1-2 was read as N370S GC 9%, TDP1 inh 3% and FEN1 inh -1%.
Screening O=C(O)c1ccc(Cl)c(N2C(=O)Nc3ccccc3N2O)c1 returned N370S GC 5% and FEN1 inh -15%.
Screening Cc1ccc2[nH]c(=O)c(CN3CCCCC3)c(-c3ccccc3)c2c1 returned N370S GC inconclusive, TDP1 inh -3% and FEN1 inh -12%.
`CCCCOP(=O)(OCCCC)C(Nc1ccccc1)c1ccc2c(c1)OCO2` (stereo not given) gave N370S GC 0%, TDP1 inh -5% and FEN1 inh -11%.
For CC(C)(C)OC(=O)NCCCCCc1nnc(SCc2ccc(F)cc2)o1 the results were N370S GC 1%, TDP1 inh 0% and FEN1 inh 15%.
For O=C(COc1ccccc1Cl)NCc1ccccc1 the results were N370S GC inconclusive, TDP1 inh 2% and FEN1 inh 3%.
Screening COc1cccc(C(=O)N2c3nc(-c4ccco4)nn3C3(CCCCC3)[C@@H]3CCCC[C@@H]32)c1 returned TDP1 inh 5% and FEN1 inh -2%.
For CCOC(=O)CSc1nc2ccc(NC(=O)c3ccccc3F)cc2s1 the results were TDP1 inh -3% and FEN1 inh 2%.
Cc1[nH]c(SCC(=O)Nc2cc(S(C)(=O)=O)ccc2Cl)nc1Cc1ccccc1 was read as TDP1 inh 6%[56.1 µM] and FEN1 inh 10%.
